DAX1 inh-1 – inhibitors of DAX1 repression of SF-1 activated StAR promoter; HEK293T StAR-luciferase reporter, SF-1/DAX-1 repression relief; inhibition, % at 6.8 µM; hit rate 1.1% among 370,000; AID 652010;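 active = inhibition above the mean over all tested compounds plus 3 SD, cut at about 3.6% in these data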;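 note: 0% = DAX-1 cells with DMSO and 100% = cells lacking DAX-1 with DMSO; higher inhibition means more luminescence from relief of DAX-1 repression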
GAA850 FXN act – frataxin GAA850 promoter activation | hit rate 0.56% among 360,000 | activation, % at 6 µM | HEK293 lucGAA850 FXN promoter luciferase reporter, 24 h; percent of 10 µM SAHA response;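 active = activation above the average of all compounds screened plus 3 SD, cutoff fixed separately per campaign, cut at about 7.5% in these data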;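 note: 0% = DMSO wells and 100% = 10 µM SAHA wells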
ADAM10 inh – inhibitors of human ADAM10; hit rate 0.62% among 370,000; inhibition, % at 7 µM; recombinant ADAM10, EDANS/DABCYL FRET peptide cleavage, 3 h; AID 720582;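 active = inhibition above a per-campaign cutoff equal to the mean of compounds falling between control-based bounds plus 3 SD, cut at about 20% in these data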;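 note: 0% = DMSO wells while the 100% control is not disclosed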
hgDAF12 agonist – hgDAF-12 agonism, primary luciferase screen; HEK293 GAL4-hgDAF12 UAS-luciferase reporter, agonist luminescence; normalized to butyrate control; activation, % at 6.8 µM; hit rate 1.8% among 370,000;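 active = activation above a cutoff set at the mean of all screened compounds plus 3 SD, cut at about 10% in these data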;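 note: 0% = DMSO wells and 100% = sodium butyrate wells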
GC-A act – GC-A (human) enzyme activation. AID 1671463. activation, % at 10 µM. P16066. HEK293 GC-A cells, cGMP TR-FRET, EC30 ANP; 0% at EC30 ANP, 100% saturating ANP. hit rate 0.14% among 370,000; in the data active = activation above about 40%
SMARCA2 act – increases SMARCA2 function in MMTV reporter cells. MG213 cells, MMTV-luciferase reporter, dexamethasone, overnight. activation, % at 9.1 µM. hit rate 1% among 370,000; in the data active = activation above about 7.8%;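 note: 0% = vehicle wells and 100% = reference activator wells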
hcDAF-12 act – activates DAF-12 receptor from parasite H. contortus; activation, % at 6.8 µM; hit rate 1.4% among 370,000; HEK293 hcDAF-12 lit1-tk-luc reporter, luminescence; 0% DMSO, 100% Δ7-dafachronic acid;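 active = activation above the mean of all tested compounds plus 3 SD, cut at about 5.5% in these data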;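 note: 100% = response to 3 µM Δ7-dafachronic acid high control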
sPLA2-III inh – Inhibits HGIII-sPLA2 liposome hydrolysis, primary screen. inhibition, % at 12.2 µM. hit rate 0.56% among 370,000. QFRET BODIPY PC-A2 liposome hydrolysis, fluorescence;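 active = inhibition above mean plus 3 SD of compounds lying within the high and low control bounds, cut at about 19% in these data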;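 note: 0% = median of test compound wells and 100% = no enzyme DMSO wells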
Target sequence (Q9NZ20 whole entry, looked up): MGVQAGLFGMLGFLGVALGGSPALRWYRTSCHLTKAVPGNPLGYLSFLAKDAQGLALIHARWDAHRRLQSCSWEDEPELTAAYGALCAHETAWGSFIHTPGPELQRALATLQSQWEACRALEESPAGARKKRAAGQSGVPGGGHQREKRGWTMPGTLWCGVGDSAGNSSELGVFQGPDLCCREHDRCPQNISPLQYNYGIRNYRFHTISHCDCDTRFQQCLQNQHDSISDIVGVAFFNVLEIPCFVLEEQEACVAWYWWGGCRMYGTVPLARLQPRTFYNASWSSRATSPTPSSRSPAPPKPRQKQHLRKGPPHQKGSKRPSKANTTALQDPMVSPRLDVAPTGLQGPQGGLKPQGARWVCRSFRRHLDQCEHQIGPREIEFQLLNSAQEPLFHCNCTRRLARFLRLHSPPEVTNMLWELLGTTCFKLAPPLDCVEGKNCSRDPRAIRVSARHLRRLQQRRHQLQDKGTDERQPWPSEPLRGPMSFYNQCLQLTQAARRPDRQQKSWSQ
NPR2 activator – GC-B (human) receptor activation | hit rate 0.11% among 370,000 | HEK293-GC-B cells, CNP EC30, cGMP TR-FRET; 0% at EC30 CNP, 100% saturating CNP | activation, % at 10 µM | P20594;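 active = activation at 10 µM reaching about 35% in either raw or pattern-adjusted values, limit read from the data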
ssDAF12 agonist – S. stercoralis DAF-12 activation, primary screen. AID 652126. hit rate 1% among 370,000. activation, % at 6.8 µM. HEK293 ssDAF-12/GRIP1 lit1-tk-luc reporter, luminescence; % of 3 µM dafachronic acid response;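 active = activation above the mean over all tested compounds plus 3 SD, cut at about 0.9% in these data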;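 note: 0% = DMSO-only wells and 100% = 3 µM delta7-dafachronic acid wells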
DAX1 inh-2 – inhibits human nuclear receptor DAX1; P51843; HEK293 Gal4-DAX1 luciferase reporter, luminescence; inhibition, % at 6.75 µM; hit rate 0.99% among 340,000; AID 504766;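 active = inhibition above the mean over all tested compounds plus 3 SD, cut at about 4.2% in these data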;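 note: 0% = DAX1-transfected cells with DMSO and 100% = empty-vector control cells with DMSO; inhibition shows as a rise in luminescence from relieved DAX1 repression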
Target sequence (P51843 207-470 limits assumed): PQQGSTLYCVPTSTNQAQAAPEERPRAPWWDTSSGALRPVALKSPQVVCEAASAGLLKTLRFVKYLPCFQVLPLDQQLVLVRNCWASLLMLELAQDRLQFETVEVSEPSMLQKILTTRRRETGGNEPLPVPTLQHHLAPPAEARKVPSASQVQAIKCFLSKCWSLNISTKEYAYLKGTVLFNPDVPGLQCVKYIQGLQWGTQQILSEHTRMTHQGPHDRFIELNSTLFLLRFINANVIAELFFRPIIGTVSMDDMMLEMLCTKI
* marks the source's active call; other numbers are inactive results. Outcome played no part in choosing rows; about 6.6% have a hit in one of these screens.

How did Cc1nn(CC(O)CN2c3ccccc3Sc3ccccc32)c(C)c1Br (configuration not stated) do in these assays?
DAX1 inh-1: 0.6; GAA850 FXN act: 1.8; ADAM10 inh: -3.5; hgDAF12 agonist: 3.0; GC-A act: 2.1; SMARCA2 act: 1.4; hcDAF-12 act: -0.7; sPLA2-III inh: -2.2; NPR2 activator: 5.7; ssDAF12 agonist: -1.1; DAX1 inh-2: -0.5

Results for CCCCOc1c(Cl)cc(C(=O)N(C)CC(=O)Nc2ccc(N3CCOCC3)cc2)cc1OCC ?
DAX1 inh-1: -1.5; GAA850 FXN act: 0.4; ADAM10 inh: -10.2; hgDAF12 agonist: -2.2; GC-A act: 3.6; SMARCA2 act: -2.4; hcDAF-12 act: -0.5; sPLA2-III inh: 6.3; NPR2 activator: -0.5; ssDAF12 agonist: -1.4; DAX1 inh-2: 0.6

What do the screens show for `COc1ccc(N(CC(=O)NC(C)(C)C)C(=O)c2ccco2)cc1`?
DAX1 inh-1: -0.1; GAA850 FXN act: 0.3; ADAM10 inh: -10.4; hgDAF12 agonist: 0.5; GC-A act: 0.7; SMARCA2 act: -1.0; hcDAF-12 act: -0.8; sPLA2-III inh: 0.8; NPR2 activator: 1.0; ssDAF12 agonist: -1.7; DAX1 inh-2: 2.2

How did Cc1cccc(C)c1-n1nnnc1C1c2ccccc2C(=O)N1CCCN1CCOCC1 (configuration not stated) do in these assays?
DAX1 inh-1: 1.7; ADAM10 inh: -12.5; hgDAF12 agonist: -0.6; GC-A act: 1.4; SMARCA2 act: -2.5; hcDAF-12 act: 2.9; sPLA2-III inh: -0.6; NPR2 activator: -2.1; ssDAF12 agonist: -1.1

Results for O=C(Nc1ccc(F)cc1F)N1CCN(C(=O)c2ccco2)CC1 ?
DAX1 inh-1: 0.5; GAA850 FXN act: -0.2; ADAM10 inh: -5.3; hgDAF12 agonist: -0.3; GC-A act: -0.7; SMARCA2 act: 0.1; hcDAF-12 act: 2.0; sPLA2-III inh: 3.1; NPR2 activator: 14.3; ssDAF12 agonist: -1.8; DAX1 inh-2: 1.2

What do the screens show for `CCOc1cccc(/C=N/NC(=S)Nc2ccccc2[N+](=O)[O-])c1O`?
DAX1 inh-1: -2.9; GAA850 FXN act: -14.1; ADAM10 inh: 2.1; hgDAF12 agonist: -17.1; GC-A act: -2.9; SMARCA2 act: -6.3; hcDAF-12 act: -5.6; sPLA2-III inh: 24.1*; NPR2 activator: 5.3; ssDAF12 agonist: -3.3; DAX1 inh-2: -2.7

How did CCN(CC(=O)Nc1ccc(NC(C)=O)cc1)C(=O)c1ccc(N2CCCC2)c([N+](=O)[O-])c1 do in these assays?
DAX1 inh-1: -0.9; GAA850 FXN act: -0.6; ADAM10 inh: -2.4; hgDAF12 agonist: -1.6; GC-A act: -0.5; SMARCA2 act: 0.3; hcDAF-12 act: -1.6; sPLA2-III inh: 5.6; NPR2 activator: 4.6; ssDAF12 agonist: -1.4; DAX1 inh-2: 0.9

Results for COc1cc(NC(=O)NC2CCCCN(Cc3ccc(Cl)cc3)C2=O)cc(OC)c1 (configuration not stated) ?
DAX1 inh-1: -1.4; ADAM10 inh: -9.0; hgDAF12 agonist: -2.9; GC-A act: 2.6; SMARCA2 act: -3.8; hcDAF-12 act: -3.5; sPLA2-III inh: 8.7; NPR2 activator: 8.8; ssDAF12 agonist: -1.0

What do the screens show for `CN(CC(=O)Nc1ccccc1Br)C(=O)Cn1[nH]c(=O)c2ccccc2c1=O`?
DAX1 inh-1: 0.5; GAA850 FXN act: 1.1; ADAM10 inh: -8.9; hgDAF12 agonist: 0.7; GC-A act: -1.9; SMARCA2 act: -4.5; hcDAF-12 act: -2.2; sPLA2-III inh: 6.5; NPR2 activator: -0.1; ssDAF12 agonist: -0.8; DAX1 inh-2: 0.2

Results for NC(=O)c1c(NC(=O)C(=O)N2CCOCC2)sc2c1CCC2 ?
DAX1 inh-1: -0.1; GAA850 FXN act: 3.0; ADAM10 inh: 2.3; hgDAF12 agonist: 3.1; GC-A act: 0.0; SMARCA2 act: -3.2; hcDAF-12 act: -0.5; sPLA2-III inh: 8.2; NPR2 activator: -1.8; ssDAF12 agonist: -0.7; DAX1 inh-2: 0.5

Results for O=C(CCCCO)c1ccc(O)c(Cl)c1 ?
DAX1 inh-1: -0.7; GAA850 FXN act: -2.6; ADAM10 inh: -15.5; hgDAF12 agonist: -0.5; GC-A act: -0.7; SMARCA2 act: -1.5; hcDAF-12 act: -0.9; sPLA2-III inh: 10.8; NPR2 activator: 5.6; ssDAF12 agonist: -1.6; DAX1 inh-2: 1.2

Results for CS(=O)(=O)N1CCN(C(=S)NCc2ccc(F)cc2)CC1 ?
DAX1 inh-1: -0.4; GAA850 FXN act: 4.0; ADAM10 inh: -0.7; hgDAF12 agonist: -4.1; GC-A act: 2.0; SMARCA2 act: 0.7; hcDAF-12 act: -0.2; sPLA2-III inh: 1.6; NPR2 activator: 3.5; ssDAF12 agonist: -1.5; DAX1 inh-2: 0.1

What do the screens show for `Cc1cc(Cl)c2ccc(Cl)cc2n1`?
DAX1 inh-1: 1.0; GAA850 FXN act: 1.7; ADAM10 inh: -0.8; hgDAF12 agonist: -0.7; GC-A act: -0.4; SMARCA2 act: -0.3; hcDAF-12 act: 0.2; sPLA2-III inh: 0.8; NPR2 activator: -5.4; ssDAF12 agonist: -1.4; DAX1 inh-2: 1.1

How did CC(C)C(=O)N[C@H]1[C@H](O)CCC[C@]12C(=O)N(Cc1ccccc1)c1ccccc12 do in these assays?
DAX1 inh-1: 1.4; ADAM10 inh: -1.2; hgDAF12 agonist: 2.6; GC-A act: -1.7; SMARCA2 act: -2.6; hcDAF-12 act: -2.1; sPLA2-III inh: 0.6; NPR2 activator: -8.2; ssDAF12 agonist: -0.8

Results for N#Cc1ccccc1OCCCN1CCC(C(O)(c2ccccc2)c2ccccc2)CC1 ?
DAX1 inh-1: -0.8; ADAM10 inh: 2.7; hgDAF12 agonist: -4.0; GC-A act: -30.5; SMARCA2 act: -2.1; hcDAF-12 act: -1.3; sPLA2-III inh: -25.0; NPR2 activator: -15.2; ssDAF12 agonist: -0.4

Results for Cn1nc(C(C)(C)C)c([N+](=O)[O-])c1C(=O)Nc1cccc2ccccc12 ?
DAX1 inh-1: 0.3; GAA850 FXN act: -0.2; ADAM10 inh: 19.1; hgDAF12 agonist: -2.7; GC-A act: -2.1; SMARCA2 act: 0.5; hcDAF-12 act: -2.3; sPLA2-III inh: -5.3; NPR2 activator: -3.3; ssDAF12 agonist: -2.0; DAX1 inh-2: 0.6

What do the screens show for `COc1ccccc1CNS(=O)(=O)c1ccc(S(=O)(=O)NC2CC2)cc1`?
DAX1 inh-1: 0.2; GAA850 FXN act: 0.0; ADAM10 inh: -12.5; hgDAF12 agonist: 0.5; GC-A act: -1.4; SMARCA2 act: -1.4; hcDAF-12 act: 2.1; sPLA2-III inh: -5.8; NPR2 activator: 8.2; ssDAF12 agonist: -0.7; DAX1 inh-2: -0.3

How did Cc1cc(C)n(-c2cccc3cccnc23)n1 do in these assays?
DAX1 inh-1: 0.1; GAA850 FXN act: -2.8; ADAM10 inh: 1.2; hgDAF12 agonist: 1.2; GC-A act: 1.1; SMARCA2 act: -3.2; hcDAF-12 act: 1.1; sPLA2-III inh: 3.3; NPR2 activator: -1.9; ssDAF12 agonist: 0.0; DAX1 inh-2: -1.7

Results for CC(OC(=O)C1CCN(c2ccc(C(F)(F)F)cn2)CC1)C(=O)Nc1cccc([N+](=O)[O-])c1 (configuration not stated) ?
DAX1 inh-1: -0.3; GAA850 FXN act: -0.1; ADAM10 inh: 13.3; hgDAF12 agonist: -1.2; GC-A act: -6.1; SMARCA2 act: -2.8; hcDAF-12 act: -1.8; sPLA2-III inh: -12.2; NPR2 activator: -9.5; ssDAF12 agonist: -0.9; DAX1 inh-2: -0.4

What do the screens show for `O=C(Nc1ccc(Cl)cc1)c1ccc2ncsc2c1`?
DAX1 inh-1: 1.5; GAA850 FXN act: 2.5; ADAM10 inh: 1.3; hgDAF12 agonist: 7.4; GC-A act: -0.3; SMARCA2 act: 3.5; hcDAF-12 act: 1.1; sPLA2-III inh: -0.6; NPR2 activator: -5.3; ssDAF12 agonist: -0.8; DAX1 inh-2: 0.6

Results for CCN(CC)C(=O)C1=C(C)N(CCCN2CCCC2=O)C(=O)C(CC(=O)NC2CCCC2)C1 (configuration not stated) ?
DAX1 inh-1: -0.8; GAA850 FXN act: 1.6; ADAM10 inh: -10.8; hgDAF12 agonist: 0.1; GC-A act: -0.2; SMARCA2 act: -4.4; hcDAF-12 act: -1.8; sPLA2-III inh: 11.2; NPR2 activator: -3.4; ssDAF12 agonist: -1.3; DAX1 inh-2: 1.3

Results for O=C(c1ccc(COc2ccc(Cl)cc2)o1)N1CCN(Cc2ccc3c(c2)OCO3)CC1 ?
DAX1 inh-1: -1.6; GAA850 FXN act: 0.3; ADAM10 inh: 7.0; hgDAF12 agonist: 0.2; GC-A act: -7.2; SMARCA2 act: -4.2; hcDAF-12 act: -2.4; sPLA2-III inh: -15.8; NPR2 activator: 0.5; ssDAF12 agonist: -1.6; DAX1 inh-2: -2.0

How did Oc1cc(-c2cccnc2)cc2cccnc12 do in these assays?
DAX1 inh-1: -0.5; GAA850 FXN act: 1.8; ADAM10 inh: 10.3; hgDAF12 agonist: -0.7; GC-A act: -0.5; SMARCA2 act: 0.1; hcDAF-12 act: -1.0; sPLA2-III inh: -6.4; NPR2 activator: -2.9; ssDAF12 agonist: -1.4; DAX1 inh-2: -0.9

Results for O=C(NC1=NCCS1)c1ccccc1Cl ?
DAX1 inh-1: 0.7; GAA850 FXN act: 0.6; ADAM10 inh: 2.0; hgDAF12 agonist: 2.0; GC-A act: 0.8; SMARCA2 act: -1.2; hcDAF-12 act: -1.4; sPLA2-III inh: 6.7; NPR2 activator: 3.7; ssDAF12 agonist: -1.5; DAX1 inh-2: -0.7

What do the screens show for `CN(Cc1ccccc1)C(=O)OCc1cn(Cc2cccc(F)c2F)nn1`?
DAX1 inh-1: -0.1; ADAM10 inh: -3.6; hgDAF12 agonist: -0.1; GC-A act: -1.9; SMARCA2 act: -2.2; hcDAF-12 act: -0.3; sPLA2-III inh: -1.7; NPR2 activator: 3.3; ssDAF12 agonist: -1.4

How did Cc1ccc(OCCOCCn2cnc3ccccc3c2=O)c([N+](=O)[O-])c1 do in these assays?
DAX1 inh-1: -0.4; GAA850 FXN act: 2.8; ADAM10 inh: 2.7; hgDAF12 agonist: 4.6; GC-A act: 1.5; SMARCA2 act: 0.0; hcDAF-12 act: -1.0; sPLA2-III inh: 0.4; NPR2 activator: -3.7; ssDAF12 agonist: -1.7; DAX1 inh-2: 0.5

What do the screens show for `CC1(C)CC2(CCCN3C(=O)CSC32)CCS1` (configuration not stated)?
DAX1 inh-1: -0.1; GAA850 FXN act: 0.9; ADAM10 inh: 0.5; hgDAF12 agonist: -0.3; GC-A act: 0.8; SMARCA2 act: 1.0; hcDAF-12 act: -1.4; sPLA2-III inh: -7.1; NPR2 activator: 6.4; ssDAF12 agonist: -1.4; DAX1 inh-2: 0.4
